# Bioassay records deposited in PubChem by National Center for Advancing Translational Sciences (NCATS).
# GAA inhib = qHTS Assay for Inhibitors of Human alpha-Glucosidase as a Potential Chaperone Treatment of Pompe Disease | Lysosomal alpha-glucosidase (Homo sapiens), P10253 | purified human GAA, 4-MU-alpha-glucoside fluorescence | Potency, µM (doses to about 76.9 µM), inactives show top-dose activity change, negative = inhibition, most hits filed as inhibitors | 200,000 compounds, 0.005% hits | AID 1466, 2008;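 further: plate controls were uninhibited enzyme wells for no effect and no-enzyme background for full effect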
#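 Enzyme (4 nM final) mixed with compound (up to 77 uM), then 4-MU-alpha-D-pyranoside (400 uM final) added; 20 min at room temperature, pH 5.0. Reaction stopped at pH 10, fluorescence read, AC50 derived by Hill fit.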
# HttQ103 aggreg = qHTS Multiplex Assay to Identify Dual Action Probes in a Cell Model of Huntington: Aggregate Formation (GFP) | 220,000 compounds, 1.1% hits | Potency, µM (series often up to 46.1 µM), for inactives: at the top dose activity change, negative = inhibition, actives largely listed as inhibitors | PC12 HttQ103-GFP aggregates, Acumen cytometry, 40 h | AID 1688, 2009; further: on the % scale 0 is the no-effect control and ±100 the full control effect; nearly all actives have a fitted effect of over 60% in size
#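 PC12 cells stably carrying ecdysone-inducible HTT exon 1 Q103–GFP were induced with tebufenozide (100 nM final) and treated with library compounds in titration. GFP aggregates in lysates were counted by laser scanning cytometry.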
# IMPase Li cell = qHTS Assay for Identifying the Cell-Membrane Permeable IMPase Inhibitors: Potentiation with Lithium; CHO-M1 cells, IP1 TR-FRET (IP-One), carbachol + lithium; Potency, µM (titrated, usually from 59.4 µM), for inactives: at the top dose activity, negative = IMPase inhibition, most hits filed as inhibitors; 210,000 compounds, 0.35% hits; AID 1457, 2008;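 further: IP1 builds up when IMPase is blocked and the TR-FRET signal falls; plate controls were basal vehicle for no effect and high inhibitor control for full effect; nearly all actives have a fitted effect of over 50% in size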
#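 IP1 accumulation measured by competitive TR-FRET in lysed CHO-M1 cells after 30 min compound exposure at 37C, with a small lithium addition to potentiate weak responses. Hill-equation AC50 from ratio and donor-channel data.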
# HTT ATP protect = qHTS Multiplex Assay to Identify Dual Action Probes in a Cell Model of Huntington: Cytoprotection (ATP). PC12 HTT-Q103 induced, cytoprotection, ATP luminescence, 40 h. Potency, µM (top dose mostly 56.4 µM), inactives show cytoprotection (ATP increase), most hits filed as activators. 230,000 compounds, 0.14% hits. AID 1471, 2008;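 further: % of control where 0% means no effect; nearly all actives have a fitted effect of over 45% in size; toxic huntingtin expression switched on by the ecdysone agonist tebufenozide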
#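 Stable PC12 Q103-GFP cells in serum-supplemented, phenol red-free DMEM; induction by tebufenozide at 100 nM final; compound dose series; cell viability quantified luminescently from ATP.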
# GoLoco inh red = qHTS Assay for Inhibitors of RGS12 GoLoco Motif Activity (Red Fluorophore). Potency, µM (series often up to 61.6 µM), without a hit: top-dose activity, negative = inhibition, most hits filed as inhibitors. AID 880, 2007. Gai1:RGS12 GoLoco peptide FP, rhodamine, 10 min. Guanine nucleotide-binding protein G(i) subunit alpha-1 (Homo sapiens), P63096. 230,000 compounds, 0.44% hits; active means well fitted inhibition curve with a large enough effect, not every such curve was filed as active; inactive means no such curve, though single readings can be large or run the other way; further: on the % scale 0 is the no-effect control and ±100 the full control effect; nearly all actives have a fitted effect of over 30% in size; many of its hits are not listed in these tables
# Target sequence (P63096 whole entry, looked up): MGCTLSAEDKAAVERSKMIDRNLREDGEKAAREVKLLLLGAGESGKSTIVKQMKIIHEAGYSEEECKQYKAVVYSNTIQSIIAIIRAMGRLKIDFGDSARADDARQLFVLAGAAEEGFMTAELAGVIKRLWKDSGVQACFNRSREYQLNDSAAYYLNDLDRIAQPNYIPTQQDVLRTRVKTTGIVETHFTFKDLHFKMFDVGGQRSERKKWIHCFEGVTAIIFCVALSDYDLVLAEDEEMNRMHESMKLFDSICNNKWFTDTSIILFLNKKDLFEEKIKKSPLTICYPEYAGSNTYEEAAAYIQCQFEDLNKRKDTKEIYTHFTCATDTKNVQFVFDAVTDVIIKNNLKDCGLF
# GAA spleen mod = qHTS Assay for Inhibitors and Activators of Human alpha-Glucosidase From Spleen Homogenate. human spleen homogenate, 4-MU-alpha-glucoside fluorescence. Potency, µM (doses to about 79.9 µM), inactives show top-dose activity change, negative = inhibition, actives largely listed as inhibitors. 240,000 compounds, 0.006% hits. AID 2112, 2009;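 further: 0% = enzyme with vehicle and -100% = no enzyme basal signal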
#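 Compounds were titrated against alpha-glucosidase in spleen homogenate at pH 5.0, with 1 mM 4-methylumbelliferyl substrate for 40 min at 37 C. Reactions were quenched with pH 10 NaOH/glycine and fluorescence measured.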
# GAA glycogen mod = qHTS Assay for Inhibitors and Activators of Human alpha-Glucosidase Cleavage of Glycogen. Lysosomal alpha-glucosidase (Homo sapiens), P10253. recombinant GAA, glycogen substrate, Amplex Red glucose oxidase fluorescence. Potency, µM (top dose mostly 76.4 µM), inactives show at the top dose activity change, negative = inhibition, most hits filed as inhibitors. 300,000 compounds, 0.38% hits;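 further: 0% = full enzyme reaction and -100% = no-enzyme basal signal; the screen sought inhibitors and activators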
#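 Recombinant human alpha-glucosidase (4 nM final) hydrolysed bovine liver glycogen (30 ug) for 40 min at 37 C in pH 5.0 citrate/phosphate with 0.01% Tween-20. Released glucose detected by glucose oxidase/Amplex Red, Ex 573/Em 610 nm. Compounds up to 77 uM; AC50 from Hill fits.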
# Active calls of the source: *; ? = inconclusive; . = not tested or not shown; & = joins results of further samples; [ ] = dose if it differs, or a comment. Unless noted, the call rests on the fitted dose curve; in most records, active means well fitted curve in the direction sought with a large enough effect; inconclusive means small, poorly fitted or top-dose-only effect, or another doubt; inactive means no such curve, though single readings can be large; an effect the other way counts as inactive or inconclusive. Potency means the concentration at half of the fitted maximal effect.
Molecule,GAA inhib,HttQ103 aggreg,IMPase Li cell,HTT ATP protect,GoLoco inh red,GAA spleen mod,GAA glycogen mod
CC1CC(C)CN(c2ccc(C(=O)OCC(=O)NC3CCCc4ccccc43)cc2[N+](=O)[O-])C1 (centres undefined),-9%,19%,-10%[38.3 µM],14%,3%,1%,-21%
Cc1ccccc1S(=O)(=O)Cc1ccc(C(=O)N2CCN(c3ncccn3)CC2)o1,-3%,4%,36%[38.3 µM],-2%,-6%,-1%,-6%
CCOCCCNC(=O)CCCOc1ccccc1,-4%,-25%,12%[38.3 µM],-4%,-4%,-1%,4%
Cc1ccc(S(=O)(=O)N2CCC(C(N)=O)CC2)c(C)c1C,-2%,-32%,-4%[38.3 µM],-8%,-8%,-4%,-6%
Cc1ccccc1NC(=O)c1c(C)[nH]c(=S)c(C#N)c1-c1ccc(Cl)cc1,.,2%[9.22 µM],.,1%[10 µM],4%,0%,-9%
CC(=O)c1c[nH]c(C(=O)NCC2CCCO2)c1 (centres undefined),-3%,8%,-1%,-4%[10 µM],-1%,0%,2%
COc1ccc(OC)c(NC(=O)CN2C(=O)c3ccccc3S2(=O)=O)c1,-4%,11%,-24%[38.3 µM],-13%[10 µM],0%,-3%,7%
Cc1cccc2cc(CN(CCCO)C(=O)Nc3ccccc3Cl)c(=O)[nH]c12,-8%,3%,15%[38.3 µM],-20%,7%,-7%,4%
CC1CC(C)CN(C(=O)Cn2c(=O)n(CCCCC(=O)NC3CCCC3)c(=O)c3ccccc32)C1 (centres undefined),-2%,12%,17%[38.3 µM],-2%,-2%,-10%,-18%
COc1cccc(C(=O)OCCCN(C)C)c1,-10%,10%,6%,10%[10 µM],6%,0%,10%
NNC(=O)COc1ccc(F)cc1,1%,-9%,-4%,2%[10 µM],1%,2%,1%
Cc1ccc(N(CC(=O)N/N=C/c2cccnc2)S(=O)(=O)c2ccccc2)cc1,-2%,17%,4%,-16%,6%,-5%,6%
CCCSC1=C(C#N)C(c2ccc(Cl)cc2Cl)CC(=O)N1 (centres undefined),-9%,-18%,47%[activator][38.3 µM],3%[10 µM],6%,-6%,-3%
CCCCCCCC1=Cc2ccccc2C(CC(C)=O)N1C(=O)OC (centres undefined),.,.,-11%,?,5%[14.2 µM],-1%&6%[17.4 µM],.
COc1ccccc1N1CCN(C(c2ccccc2Cl)c2nnnn2C(C)(C)C)CC1 (centres undefined),?,?,2%[38.3 µM],-10%,2%,2%,-7%
CCOC(=O)C1CCCN(Cc2nc(N)nc(Nc3ccccc3OC)n2)C1 (centres undefined),-3%,-1%,-3%,17%[10 µM],0%,-1%,-5%
C#Cc1ccc([C@@H]2C=C(C(=O)O)O[C@H](OCCCCO)C2)cc1,.,-4%[9.22 µM],-2%,-10%[10 µM],0%,2%,6%
COc1ccc(CCNCC(=O)N2C(C)CCCC2C)cc1OC (centres undefined),-3%,7%,-2%,-18%,-4%,.,4%
CCC(=O)Nc1cccc(-c2nc3ccccc3o2)c1,4%,19%,23%[38.3 µM],3%[10 µM],7%,-5%,-9%
c1coc(CNc2ncnc3nc[nH]c23)c1,-2%,-24%,0%&10%&16%&-6%,14%[10 µM],-4%,-3%,5%
O=C1CC(c2ccc(F)cc2)Sc2ccccc2N1 (centres undefined),?,-16%,5%,19%[10 µM],4%,-6%,6%
CCOC(=O)c1[nH]c(C)c(C(=O)NC2CCCCC2)c1C,-7%,9%,-7%[38.3 µM],-15%,0%,3%,9%
COc1ccccc1N1C[C@@H]2C[C@@H](c3ccco3)N3CCC[C@@]23C1=O,-3%,7.1µM*,6%,-178%[inhibitor],3%,-1%,-5%
O=C(CCNc1cccc(Cl)c1)c1ccco1,-1%,6%,3%[38.3 µM],-5%,5%,3%,-17%
O=C(C(c1ccccc1)c1ccccc1)N1CCN(c2ccccn2)CC1,-2%,-10%,7%,-10%,-13%,7%,5%

# The final 3 records of the section above open the next one:
Molecule,GAA inhib,HttQ103 aggreg,IMPase Li cell,HTT ATP protect,GoLoco inh red,GAA spleen mod,GAA glycogen mod
COc1ccccc1N1C[C@@H]2C[C@@H](c3ccco3)N3CCC[C@@]23C1=O,-3%,7.1µM*,6%,-178%[inhibitor],3%,-1%,-5%
O=C(CCNc1cccc(Cl)c1)c1ccco1,-1%,6%,3%[38.3 µM],-5%,5%,3%,-17%
O=C(C(c1ccccc1)c1ccccc1)N1CCN(c2ccccn2)CC1,-2%,-10%,7%,-10%,-13%,7%,5%
CC(C(=O)Nc1ccc2c(c1)OCCO2)c1ccc([N+](=O)[O-])cc1 (centres undefined),-6%,-5%,8%,-13%[10 µM],1%,-6%,11%
O=C(O)c1ccc2nc(-c3ccccc3)c(-c3ccccc3)nc2c1,?,-2%,-12%&8%,-12%,1%&5%,3%&2%,1%
Cc1cc(C)nc(S/C=C/C(=O)c2ccc(F)cc2)n1,.,14%[9.22 µM],.,-33%[10 µM],8%,-5%,7%
CCCC(C)NC(=O)c1ccccc1SC (centres undefined),2%,4%,-2%,-5%,0%,-2%,4%
COc1ccc(-c2cnnc(N/N=C/c3ccc(O)c(O)c3)n2)cc1,-2%,11µM*,11%,-59%[inhibitor][10 µM],-6%,-9%,11µM*
CCCCOC(=O)Nc1cccc(C(C)=O)c1,-2%,7%,-1%[38.3 µM],-6%,7%,0%,-1%
N#CC1=C(N)OC2=C(CC/C2=C\c2ccccc2Cl)C1c1ccccc1Cl (centres undefined),0%,32%,8%,-10%[1.9 µM],8%,-19%,26%
COc1ccc(NC(=O)CSc2nc(N)c3cc4c(nc3n2)CC(C)(C)OC4)cc1,.,-13%[9.22 µM],.,-31%[10 µM],11%,3%,1%
C=CCNc1nc(-c2sc(NC(=O)CC)nc2C)cs1,-2%,?,15%,-19%[10 µM],-5%,4%,-16%
CC(=O)NC1C(=O)Nc2c1cccc2C(F)(F)F (centres undefined),0%,-16%,19%[38.3 µM],-2%,-1%,-1%,-26%
C/C(=N\NC(=O)c1ccc(CN2CCOCC2)cc1)c1ccc(NC(=O)c2ccccc2)cc1,7%,-20%,-4%,-74%[inhibitor],6%,.,-2%
Cc1ccc(C(=O)N(CC(=O)Nc2ccc(Cl)c(Cl)c2)Cc2ccco2)cc1,-11%,18%,21%,-6%[10 µM],-11%,-3%,0%
COc1cccc(Nc2nnc(SCc3cc([N+](=O)[O-])cc4c3OCOC4)s2)c1,-4%,?,20%[38.3 µM],-36%,2%,-4%,6%
CC(C)(C)N(Cc1ccccc1)C(=O)CCc1ccccc1,-5%,?,15%,5%,3%,-4%,-6%
O=C(NCc1nc(-c2ccc(C(F)(F)F)cc2)no1)Nc1ccc(OC(F)(F)F)cc1,.,-3%[9.22 µM],.,8%[10 µM],9%,-1%,-13%
CCn1c(COc2ccccc2C)nnc1SCC(=O)N1CCCCC1,?,0%,11%[38.3 µM],11%[10 µM],1%,-6%,5%
CC1(C)N([O-])C2=C(c3ccccc3C2=O)[N+](=O)C1(C)C,-1%,13%,7%[38.3 µM],7%[10 µM],-8%,-7%,-1%
O=c1[nH]nc(SCc2nnc(-c3ccc([N+](=O)[O-])cc3)o2)n1C1CCCCC1,-6%,-9%[9.22 µM],.,-2%[10 µM],5%,-5%,2%
CCOc1ccc(C(C)=O)cc1N1C(=O)C2C3C=CC(C3=C(C)C)C2C1=O (centres undefined),-6%,19%,-13%[38.3 µM],-3%,0%,-2%,-2%
CC(C)Oc1ccc(CC(=O)NNC(=S)Nc2ccc(Br)cc2)cc1,-26%,8%,-1%,.,0%,-4%,-3%
Cc1ccccc1C(=O)c1c[nH]c(C(=O)NCC2CCCO2)c1 (centres undefined),0%,-1%,-2%[38.3 µM],-19%,4%,0%,5%
Cc1ccc(-n2c(C)nn(CCOc3ccccc3)c2=O)cc1,0%,11%,3%,-49%[inhibitor],-12%,9%,-7%
Cc1cc(Cl)ccc1OCCCC(=O)NCCN1C(=O)S/C(=C\c2cccnc2)C1=O,5%,8%,-7%,7%[10 µM],101%[activator],1%,6%
Cn1cc(CN2CCC(C(=O)N3CCCC3)CC2)c(-c2ccccc2F)n1,5%,0%[9.22 µM],11%,13%[10 µM],-14%,-9%,4%
COc1ccc(C2/C=C\CN(Cc3ccco3)CC(=O)N2Cc2ccc(F)cc2)cc1 (centres undefined),.,19%[9.22 µM],.,8%[10 µM],8%,-7%&7%,2%
COc1ccc(NC(=S)NC(NC(=O)c2cccc(Cl)c2)C(Cl)(Cl)Cl)c([N+](=O)[O-])c1 (centres undefined),1%,28µM*,11%,18%[10 µM],-2%,-8%,-7%
COc1ccccc1CN(C)C(=O)c1ccc2c(c1)NC(=O)CS2,-3%,-7%,-3%[38.3 µM],9%,-8%,5%,-5%
Cc1cc(NC(=O)c2cccc(F)c2)ncc1NC(=O)c1ccco1,-8%,28%,-4%[38.3 µM],-34%,5%,-6%,-3%
N/C(=N\OC(=O)CSc1ccccc1)c1ccc([N+](=O)[O-])cc1,1%,0%,4%,-10%[10 µM],2%,-3%,-6%
N#CCSc1nnc(-c2ccccc2)c(-c2ccccc2)n1,1%,1%,-8%[38.3 µM],9%,14%,3%,-3%
CC(C)=C1CCC(C)CC1=O (centres undefined),.,.,10%,6%,-6%,2%,.
COc1cc(C2C(C#N)=C(N)Oc3cc(C)n(CCN4CCOCC4)c(=O)c32)cc(OC)c1OC (centres undefined),2%[15.4 µM],11%,11%[38.3 µM],-50%[inhibitor],10%,-5%,-4%

# An excerpt; count on the stated rates, not on these rows.
